Bioassay records (PubChem BioAssay)
PLAP inhibition: PLAP enzyme inhibitors, biochemical, luminescence, HTS (AID 690). purified PLAP, luminescent substrate; higher % means a stronger effect. inhibition, % at 20 µM, or IC50 in µM where a hit was titrated. 0.08% of 96,000 active; in the data active = a potency from the dose series; inactive = the rest, 99 in 100 with inhibition below about 30%; also: strong numbers were not always called active
IL1B NFkB pot: enhances IL-1B driven NFkB nuclear translocation; AID 819; activation, % at 2 µM; 0.3% of 94,000 active; HUVEC IL-1B NFkB p65 nuclear translocation imaging;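 active = activation above 40%, about the mean plus 3 SD, also judged a hit on visual image review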;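 also: percent activation is computed from the nuclear over cytoplasmic p65 intensity ratio; values of inactives mirror those of a sister screen read the other way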
Bcl-B displacement: displacers of TR3 peptide from Bcl-B, primary screen, selectivity assay for Bfl-1 inhibitor project, biochemical, fluorescence polarization; FP displacement of FITC-TR3 peptide from Bcl-B; higher % means a stronger effect; displacement, % at 20 µM; hits with a dose series show IC50 in µM; 0.11% of 96,000 active;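 active = displacement above 50% at 20 µM plus a fluorescence interference ratio under 1.5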;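 also: plate controls were wells without compound for no effect and wells lacking Bcl-B protein for full effect; a part of the inactive calls stands beside numbers as strong as those of hits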
IL1B NFkB inh: blocks IL-1B driven NFkB nuclear translocation in HUVEC cells; AID 796; inhibition, % at 2 µM; HUVEC IL-1B NFkB p65 nuclear translocation imaging; 0.43% of 94,000 active;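 active = inhibition above about 30% together with a positive call from visual inspection of the well image, limit read from the data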;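 also: nuclear over cytoplasmic p65 intensity ratio measured by imaging; 0% = IL-1B stimulated DMSO wells and 100% = unstimulated DMSO wells; values of inactives mirror those of a sister screen read the other way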
MRP resist rev: MRP-mediated drug resistance reversal; H69AR cells + 2 uM doxorubicin, CellTiter-Glo, 72 h; differential viability (reversal), % at 10 µM; 0.04% of 85,000 active; AID 602;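 active = viability drop by adding the cancer drug above about 55%, with treated viability meeting a 40% cutoff, limit read from the data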;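 also: viability without doxorubicin minus viability with 2 µM doxorubicin for each compound; larger differential means the compound sensitizes cells more to doxorubicin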
MRP resist rev cytotoxicity: second read-out of MRP resist rev, no call of its own (marks repeat the call); viability, %; H69AR cells, CellTiter-Glo, 72 h; measured here: cytotoxicity without doxorubicin
MRP resist rev with doxorubicin: second read-out of MRP resist rev, no call of its own (marks repeat the call); viability, %; measured here: viability with 2 uM doxorubicin; stronger effect = lower value
IL1B NFkB inh cell count 2 µM: further read-out of IL1B NFkB inh, marked with its call; cell count; measured here: cells passing quality filter;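 raw number of nuclei counted in each imaged well without normalization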
IL1B NFkB pot cell count 2 µM: further read-out of IL1B NFkB pot, marked with its call; cell count; measured here: cells passing quality filter
The depositor's hits bear a star; · = no result given. A portion of the library. The share of hits here may be higher or lower than overall.

SMILES	PLAP inhibition	IL1B NFkB pot	IL1B NFkB pot cell count 2 µM	Bcl-B displacement	IL1B NFkB inh	IL1B NFkB inh cell count 2 µM	MRP resist rev	MRP resist rev cytotoxicity	MRP resist rev with doxorubicin
CC12CN(S(=O)(=O)c3ccccc3)CC(C)(CN(S(=O)(=O)c3ccccc3)C1)C2	7%	2	145	-10%	-2	145	12	93	82
COc1cc(/C=N/NC(=O)CCc2ccccc2)ccc1O	2%	-4	124	1%	4	124	·	·	·
CCOC(=O)c1ccc(NC(=O)CCn2nnc3ccccc32)cc1	·	-6	123	·	6	123	-9	90	99
O=S(=O)(NCC1CCCO1)c1cccc2nsnc12 (configuration not stated)	11%	1	150	0%	-1	150	14	105	91
Cc1c(Cl)cccc1NC(=O)CCC(=O)NNC(=O)c1ccccc1Cl	-58%	-4	132	-2%	4	132	·	·	·
O=C(c1ccc2c(c1)OCO2)N1CCN=C1SCc1cccnc1	-7%	-8	177	12%	8	177	18	99	81
COc1ccc(N2C(=O)C3C4C=CC(CC4)C3C2=O)c([N+](=O)[O-])c1 (configuration not stated)	15%	3	158	-1%	-3	158	·	·	·
CCOC(=O)c1sc2ncn(/N=C/N(C)C)c(=O)c2c1C	0%	3	145	-7%	-3	145	2	94	92
CCOc1ccc2nc(NC(NC(C)=O)(C(=O)OC)C(F)(F)F)sc2c1 (configuration not stated)	-45%	·	·	-1%	·	·	2	89	87
CC1CCN(S(=O)(=O)c2cccc(C(=O)O)c2)CC1	3%	-11	65	7%	11	65	-1	100	101
CC(Sc1nc(-c2ccccc2)cc(C(F)(F)F)n1)C(=O)NCc1ccco1 (configuration not stated)	-21%	12	154	8%	-12	154	-6	65	71
Cc1ccc(NC(=O)CSc2nc3ccccc3c(=O)n2CCCN2CCCCC2)cc1C	-164%	12	139	-9%	-12	139	1	2	1
CC(C)(C)n1[nH]c2c3c(ccc2c1=O)C(=O)c1ccccc1C3=O	-13%	11	186	13%	-11	186	-1	60	61
CCCCNC(=O)CSc1nc2ccccc2c(=O)n1Cc1ccc2c(c1)OCO2	18%	8	201	-3%	-8	201	0	76	76
Cc1nc2cncc(Br)c2n1C	7%	-7	96	2%	7	96	11	94	83
O=S(=O)(Nc1ncccn1)c1ccc(Nc2ncnc3ccccc23)cc1	13%	-19	98	-2%	19	98	10	102	92
CC(C)Oc1ccc(C(=O)NCc2ccco2)cc1	-11%	-2	105	-4%	2	105	-1	68	70
COc1ccc(OC)c(S(=O)(=O)Nc2ccc(F)cc2)c1	-13%	14	88	1%	-14	88	4	103	99
Cc1c(Cl)cccc1N1C(=O)c2ccccc2C1=O	6%	10	166	-6%	-10	166	-7	99	106
O=C(NC1CCCCCCC1)C1CCN(S(=O)(=O)N2CCCC2)CC1	-7%	·	·	-4%	·	·	10	95	85
CCOC(=O)C1=NNC2C(=O)N(C3CCCCC3)C(=O)C12 (configuration not stated)	-5%	3	132	-8%	-3	132	2	99	97
Cc1ccc(N2C(=O)Nc3ccc(Br)cc3C2(O)C(=O)NCCCN(C)C)cc1C (configuration not stated)	-20%	·	·	-4%	·	·	4	98	95
CCOC(=O)c1ccc(NC(=O)C2(c3ccc(Cl)cc3)CCCC2)cc1	4%	-7	137	-5%	7	137	·	·	·
O=C(Nc1ccc(S(=O)(=O)NC2CCCCC2)cc1)c1ccco1	·	3	76	·	-3	76	17	96	79
COc1cccc(NC(=O)CSc2nnc(Cc3cccs3)n2-c2ccc(C)cc2)c1	-46%	18	123	-1%	-18	123	-3	87	90
Cc1occc1-c1nnc(SCC(=O)c2c[nH]c3ccccc23)n1C	37%	-3	126	1%	3	126	4	101	96
O=c1ccc(Oc2nc(N3CCCCC3)nc(N3CCCCC3)n2)n[nH]1	-4%	6	93	-5%	-6	93	9	72	63
O=C(O)CCC(=O)Nc1ccc(N2CCOCC2)cc1	-6%	8	99	8%	-8	99	-3	82	85
CCCCN(CCCC)CCCNC(=O)CC1Oc2ccc(C)cc2NC1=O (configuration not stated)	-57%	15	128	8%	-15	128	19	92	73
CCC(C)(C)NC(=O)C(c1cccc(OC)c1)N(C(=O)c1ccn[nH]1)c1cccc(OC)c1 (configuration not stated)	-186%	-19	60	-2%	19	60	-1	83	83
O=C(CCCC(=O)Nc1cccnc1)Nc1cccnc1	·	-1	156	·	2	156	·	·	·
COc1ccc(-c2noc(-c3cccc(OC)c3OC)n2)cc1OC	0%	·	·	6%	·	·	13	97	84
COc1cccc(N=c2oc3c(C)ncc(CO)c3cc2C(N)=O)c1	0%	0	164	6%	0	164	-5	68	73
COC(=O)c1cc(C)nc(N)c1C#N	10%	28	178	0%	-28	178	-15	92	106
Cc1ccc(N2C(=O)C3C(C2=O)C(C(=O)c2ccc(Cl)cc2)N2CCCC32)cc1 (configuration not stated)	-67%	0	198	-24%	0	198	8	99	90
COc1ccc(OC)c(NC(=O)CN2C(=O)NC3(CCOc4ccccc43)C2=O)c1 (configuration not stated)	-19%	2	170	10%	-2	170	·	·	·
Clc1ccc2[nH]c3c(NCC4CCCO4)ncnc3c2c1 (configuration not stated)	-29%	-4	96	18%	4	96	-23	53	77
O=C(c1ccccc1)N1CCCC(C(=O)N2CCCCCC2)C1 (configuration not stated)	-13%	-12	134	-9%	12	134	·	·	·
Cc1ccc(SCc2[nH]nc3c2C2(CCSCC2)C(C#N)=C(N)O3)cc1	-38%	15	121	-1%	-15	121	9	96	87
COCCN(CC(=O)NCC1CCCO1)C(=O)CCC(=O)Nc1cc(C)on1 (configuration not stated)	12%	11	147	8%	-11	147	-5	88	93
Cc1ccc(NC(=O)Nc2cccs2)cc1	15%	·	·	-4%	·	·	8	92	84
CCCN1C(=O)C(O)(C/C(C)=N/O)c2ccccc21 (configuration not stated)	-14%	6	97	6%	-6	97	10	97	88
Cc1cc(C(F)(F)F)nc(NCc2cccnc2)n1	·	12	164	·	-12	164	6	95	89
CC(C)(C)n1ncc2c(=O)n(CC(=O)Nc3ccc(Cl)cc3)cnc21	7%	2	130	5%	-2	130	-30	71	101
CCC1(C)Cc2c(sc3nc(SC)nc(N)c23)CO1 (configuration not stated)	16%	20	156	-8%	-20	156	-12	63	75
Cc1cccc(C(=O)NCCc2nnc(SCC(=O)Nc3nc(C)cs3)n2C)c1	4%	0	68	-15%	0	68	12	98	86
O=C(CCS(=O)(=O)c1ccc(Cl)cc1)OCC(=O)N1CCCCC1	3%	·	·	1%	·	·	18	106	88
CC(C)CCNC(=O)Cn1c2c(c(-c3ccccc3Cl)cc1=O)CCC2	-14%	-2	53	15%	2	53	8	95	87

Given with each value named: part of the list above
CCC1(C)Cc2c(sc3nc(SC)nc(N)c23)CO1 (configuration not stated)
  PLAP inhibition = 16% | IL1B NFkB pot = 20 | IL1B NFkB pot cell count 2 µM = 156 | Bcl-B displacement = -8% | IL1B NFkB inh = -20 | IL1B NFkB inh cell count 2 µM = 156 | MRP resist rev = -12 | MRP resist rev cytotoxicity = 63 | MRP resist rev with doxorubicin = 75
Clc1ccc2[nH]c3c(NCC4CCCO4)ncnc3c2c1 (configuration not stated)
  PLAP inhibition = -29% | IL1B NFkB pot = -4 | IL1B NFkB pot cell count 2 µM = 96 | Bcl-B displacement = 18% | IL1B NFkB inh = 4 | IL1B NFkB inh cell count 2 µM = 96 | MRP resist rev = -23 | MRP resist rev cytotoxicity = 53 | MRP resist rev with doxorubicin = 77
Cc1ccc(SCc2[nH]nc3c2C2(CCSCC2)C(C#N)=C(N)O3)cc1
  PLAP inhibition = -38% | IL1B NFkB pot = 15 | IL1B NFkB pot cell count 2 µM = 121 | Bcl-B displacement = -1% | IL1B NFkB inh = -15 | IL1B NFkB inh cell count 2 µM = 121 | MRP resist rev = 9 | MRP resist rev cytotoxicity = 96 | MRP resist rev with doxorubicin = 87
O=C(CCS(=O)(=O)c1ccc(Cl)cc1)OCC(=O)N1CCCCC1
  PLAP inhibition = 3% | IL1B NFkB pot = · | IL1B NFkB pot cell count 2 µM = · | Bcl-B displacement = 1% | IL1B NFkB inh = · | IL1B NFkB inh cell count 2 µM = · | MRP resist rev = 18 | MRP resist rev cytotoxicity = 106 | MRP resist rev with doxorubicin = 88

(continued)
SMILES	PLAP inhibition	IL1B NFkB pot	IL1B NFkB pot cell count 2 µM	Bcl-B displacement	IL1B NFkB inh	IL1B NFkB inh cell count 2 µM	MRP resist rev	MRP resist rev cytotoxicity	MRP resist rev with doxorubicin
CC(=O)OC(C(=O)NC1CCCCC1)c1cccc(C)c1 (configuration not stated)	-25%	-4	173	7%	4	173	1	82	82
COCCn1c(C)cc(C(=O)COC(=O)c2n[nH]c3ccccc23)c1C	-64%	·	·	-3%	·	·	-4	59	64
Cc1cc(N2C(=O)C3CC=CCC3C2=O)no1 (configuration not stated)	·	2	153	·	-2	153	-4	96	100
Cc1cc2cc(CN(CCCO)S(=O)(=O)c3cccc4nsnc34)c(=O)[nH]c2cc1C	-58%	-11	145	-4%	11	145	-3	71	74
CCOC(=O)N1CCN(S(=O)(=O)c2cc(Br)cc3c2N(C(C)=O)C(C)C3)CC1 (configuration not stated)	-43%	·	·	-3%	·	·	11	89	78
CCOC(=O)c1nnc2cc(-c3ccccc3)nn2c1C	-23%	15	161	3%	-15	161	7	90	82
COc1ccccc1-n1c(SCC(=O)NC(C)(C)C)nc(O)cc1=O	-60%	2	158	22%	-2	158	5	89	84
O=C(CN(Cc1ccco1)C(=O)CNS(=O)(=O)c1ccccc1)NCc1ccccc1	-18%	12	122	-8%	-12	122	-1	78	80
CCOC(=O)C1CCN(C(=O)CSc2ccccc2)CC1	-7%	9	193	-10%	-9	193	14	107	93
COc1ccc(-c2cc3nc(-c4ccccc4)cc(N4CCC5(CC4)OCCO5)n3n2)cc1	-54%	18	86	13%	-18	86	2	100	98
CCCCCOC(=O)C1=C(C)NC(=O)NC1c1ccccc1OCC (configuration not stated)	-11%	·	·	0%	·	·	16	88	72
O=P(c1ccc2c(c1)OCCO2)(N1CCOCC1)N1CCOCC1	-21%	26	161	-3%	-26	161	-13	82	95
O=C(C1CCCN(S(=O)(=O)c2cccc3nsnc23)C1)N1CC=C(c2ccccc2)CC1 (configuration not stated)	-14%	3	174	2%	-3	174	10	82	72
COC(=O)c1c(C)nn(-c2ccccc2)c1-n1cccc1	8%	3	155	2%	-3	155	-6	82	88
CC(C)OC(=O)CSc1ncnc2c1cnn2-c1ccccc1	7%	13	119	16%	-13	119	6	91	85
O=C(CSc1ncc(-c2ccc(F)cc2)n1Cc1ccco1)Nc1nccs1	12%	9	167	-7%	-9	167	-5	58	62
Cc1cc(Cl)cc(C)c1OCCCCN1CCOCC1	-35%	5	129	-1%	-5	129	8	93	84
CN(C(=O)CSc1nnc(NC2CCCCC2)s1)C1CCS(=O)(=O)C1 (configuration not stated)	-5%	-6	80	-9%	6	80	6	95	89
CCC(=O)c1c[nH]c(C(=O)NCCCn2ccnc2)c1	-12%	8	130	0%	-8	130	·	·	·
Cc1ccc(NC(=O)N/C=C/c2ccco2)cc1C	-28%	15	180	-120%	-15	180	·	·	·
CCCCNCc1ccc(SC)cc1	19%	2	152	4%	-2	152	·	·	·
Cc1ccc(S(=O)(=O)N2c3ccccc3OCC2c2ccccc2)cc1 (configuration not stated)	·	12	140	·	-12	140	·	·	·
c1ccc(-c2nc3c(ccc4ccccc43)[nH]2)nc1	·	17	112	·	-17	112	-23	42	65
CC1CC(Nc2ccccc2)=CC(=O)O1 (configuration not stated)	5%	-5	181	0%	6	181	·	·	·
CCN1C=CC2=C(C#N)C(N)C(C#N)(C#N)C(c3ccccc3C(F)(F)F)C2C1 (configuration not stated)	·	7	130	·	-7	130	-23	54	77
Cc1cccc(NC(=O)CCN2CCOCC2)c1	11%	·	·	8%	·	·	5	90	85
CC(=O)Nc1nc(CCC(C)C)cc2c1c(=O)oc1ccccc12	-3%	2	117	0%	-2	117	9	96	87
CC(=O)N1CCCc2cc(S(=O)(=O)NC(C(=O)NCc3ccc(C)cc3)C(C)C)ccc21 (configuration not stated)	-2%	28	110	1%	-28	110	3	88	85
COC(=O)c1c(NC(=O)C2(C)Cc3ccccc3C(=O)O2)sc2c1CCCC2 (configuration not stated)	6%	1	113	-1%	-1	113	·	·	·
